Screens as filed in PubChem.
AHR act: activates the human aryl hydrocarbon receptor; AHR-responsive luciferase reporter cells, luminescence; P35869; actives 2.5% (n = 320,000); activation, % at 5 µM; in the data active means activation above about 47%;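 further: 0% = vehicle wells and 100% = reference agonist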
PP5 primary: inhibitors of human protein phosphatase 5 (PP5); actives 0.18% (n = 320,000); inhibition, % at 6.7 µM; P53041; purified PP5c, OMFP substrate fluorescence;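 active means inhibition above the campaign's mean inhibition across all tested compounds plus 3 SD, cut at about 9.5% in these data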;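 further: 0% = DMSO only and 100% = 100 µM cantharidin control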
PP1 counter: counter-screen for PP5 inhibitors: inhibitors of human PP1-alpha | P62136 | purified PP1alpha, OMFP fluorescence | inhibition, % at 6.7 µM | actives 0.9% (n = 320,000);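 active means inhibition above the mean inhibition of all tested compounds plus 3 SD, computed separately for each screening campaign, cut at about 15% in these data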
Target sequence (P62136 whole entry, looked up): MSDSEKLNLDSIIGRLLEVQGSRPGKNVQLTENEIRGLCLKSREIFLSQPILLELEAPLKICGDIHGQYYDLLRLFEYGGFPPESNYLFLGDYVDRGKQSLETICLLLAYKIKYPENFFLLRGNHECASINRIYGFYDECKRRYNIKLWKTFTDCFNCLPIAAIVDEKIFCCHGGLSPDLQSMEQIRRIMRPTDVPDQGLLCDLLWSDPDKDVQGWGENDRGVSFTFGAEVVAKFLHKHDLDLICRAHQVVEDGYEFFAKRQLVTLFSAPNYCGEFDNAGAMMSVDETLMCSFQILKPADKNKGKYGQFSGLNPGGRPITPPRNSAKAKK
proCasp7 act: activates human procaspase-7, counter-screen for procaspase-3 activators | actives 0.093% (n = 330,000) | AID 463210 | recombinant procaspase-7, Ac-DEVD-pNA absorbance 405 nm; D23A/D198A/D206A triple mutant, cannot self-cleave; scale: DMSO 0, 5 µM enzyme 100 | P55210 | activation, % at 8.5 µM;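 active means percent activation above the screen-wide mean plus 3 SD, cut at about 25% in these data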
Target sequence (P55210 whole entry D23A/D198A/D206A): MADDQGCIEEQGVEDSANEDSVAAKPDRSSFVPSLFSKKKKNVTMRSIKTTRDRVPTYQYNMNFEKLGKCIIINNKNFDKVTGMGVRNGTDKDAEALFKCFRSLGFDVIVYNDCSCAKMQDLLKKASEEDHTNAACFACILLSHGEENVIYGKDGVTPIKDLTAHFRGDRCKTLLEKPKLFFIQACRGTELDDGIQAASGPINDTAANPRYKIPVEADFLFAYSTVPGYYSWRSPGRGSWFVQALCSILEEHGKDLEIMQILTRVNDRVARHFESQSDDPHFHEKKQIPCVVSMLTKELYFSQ
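Material: Procaspase-7 triple mutant (PC-7 D3A) | Quantity: 2 µM procaspase-7 mutant as dispensed | Reagent: DEVD-pNA substrate | Times: 1 h preincubation, 2 h reaction | Technique: 405 nm absorbance of p-nitroaniline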
CTSL1 counter: counter-screen for PFM18AAP inhibitors: inhibitors of F. hepatica cathepsin L1 | actives 0.49% (n = 300,000) | recombinant F. hepatica cathepsin L1, Z-Leu-Arg-MCA fluorescence | inhibition, % at 5.96 µM | AID 1906;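 active means inhibition above the mean of all tested compounds plus 3 SD, set per screening campaign, cut at about 17% in these data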;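 further: 0% = plate median of test compound wells and 100% = 1 µM Z-Phe-Ala-diazomethylketone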
TPT1 inhibitor: blocks Candida albicans tRNA 2'-phosphotransferase | inhibition, % at 5 µM | AID 1962 | actives 0.81% (n = 300,000) | recombinant caTPT1, FP RNA substrate dephosphorylation;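 active means inhibition above the mean of all tested compounds plus 3 SD, set per screening campaign, cut at about 24% in these data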;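 further: plate controls were DMSO alone for no effect and ferristatin control at 100 nM for full effect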
HCV core dimer: HCV core protein dimerization inhibition; TR-FRET GST/Flag-core106 dimerization, 1536-well; inhibition, % at 5 µM; actives 0.33% (n = 300,000); AID 1899;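 active means inhibition above the mean of all tested compounds plus 3 SD, set per screening campaign, cut at about 45% in these data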
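test system = GST/Flag-tagged HCV core106 proteins | probe or stimulus = Eu donor and XL665 acceptor anti-tag antibodies | times = compound-protein-antibody incubation 4 h at 22.5 °C | signal = TR-FRET, excitation 340 nm, emission 617 and 671 nm | measure = percent inhibition of core106 dimerization signal | controls = wells lacking GST-core106 and wells with excess unlabelled core106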
PAFAH2 inh: PAFAH2 (human) inhibition; Q99487; recombinant PAFAH2, FP-rhodamine activity probe, fluorescence polarization; inhibition, % at 3.39 µM; actives 0.99% (n = 340,000); AID 492956;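 active means inhibition above the mean over all tested compounds plus 3 SD, cut at about 30% in these data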;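 further: inhibitors block probe labeling of enzyme so polarization drops; 0% = enzyme with DMSO and 100% = wells lacking PAFAH2 protein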
proCasp3 act: procaspase-3 (human) activation | recombinant procaspase-3 D3A, Ac-DEVD-pNA absorbance 405 nm | activation, % at 8.5 µM | P42574 | AID 463141 | actives 0.11% (n = 330,000);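 active means activation above the mean of all tested compounds plus 3 SD, cut at about 21% in these data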;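 further: 0% = DMSO alone and 100% = DMSO wells spiked with extra 5 µM PC-3 D3A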
Target sequence (P42574 whole entry D9A/D28A/D175A): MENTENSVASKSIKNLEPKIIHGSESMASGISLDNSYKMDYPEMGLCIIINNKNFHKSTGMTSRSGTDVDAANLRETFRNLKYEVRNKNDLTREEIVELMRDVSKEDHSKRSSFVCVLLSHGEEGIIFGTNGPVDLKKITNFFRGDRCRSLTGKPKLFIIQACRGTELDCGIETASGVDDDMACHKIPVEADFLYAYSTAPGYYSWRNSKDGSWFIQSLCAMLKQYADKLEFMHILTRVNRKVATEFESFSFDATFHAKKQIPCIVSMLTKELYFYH
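Assay system: Autoprocessing-dead procaspase-3 D3A mutant enzyme; also added: Ac-DEVD-pNA; doses: one concentration, 8.5 µM nominal, 0.8% DMSO; times: 1 h compound preincubation, 2 h substrate hydrolysis at 25 °C; technique: 405 nm absorbance of p-nitroaniline, reads at 0 and 120 min; measure: % activation between DMSO and enzyme-spiked controls; repeats: single replicate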
Numbers without * were called inactive; . = no result given.

1: CCOc1ccc(CC(=O)OCc2cc(=O)n3cc(Br)ccc3n2)cc1
2: O=C(COc1cccc(C(F)(F)F)c1)NNC(=O)c1ccc(=O)[nH]c1
3: Cc1cc(C)cc(NC(=S)NCCN(C2CCCCC2)C2CCCC2)c1
4: Cc1nc(SCC(=O)N2CCNC2=O)c2ccccc2n1
5: COc1ccc(F)cc1S(=O)(=O)N1CC(C)CC(C)C1 (configuration not stated)
6: Cn1c(NC(=O)C2c3ccccc3Oc3ccccc32)cc(=O)n(C)c1=O

assay / compound | 1 | 2 | 3 | 4 | 5 | 6
AHR act | 2 | 1 | 6 | 18 | 2 | -2
PP5 primary | 0.7 | . | -0.5 | . | 3.7 | 1.8
PP1 counter | -2 | . | -1 | . | -3 | -2
proCasp7 act | 6 | 10 | 6 | 3 | 5 | 6
CTSL1 counter | -3 | . | -1 | . | -1 | 0
TPT1 inhibitor | -4 | . | 1 | . | 4 | 0
HCV core dimer | 13 | . | 0 | . | 1 | 2
PAFAH2 inh | 1 | 4 | -3 | 2 | -3 | 3
proCasp3 act | -2 | 5 | -1 | 7 | -5 | 0

7: Cc1cc(CN(C)C(=O)c2ccc(OC3CCN(Cc4ccccn4)CC3)cc2)on1
8: COc1ccc(-n2ccnc2SCC(=O)Nc2ccccc2)cc1
9: O=C(Nc1ccccc1)C1CC(=O)N(c2ccc3c4c(cccc24)CC3)C1 (configuration not stated)
10: CCS(=O)(=O)n1nc(-c2ccccc2)nc1NCc1ccco1
11: O=C1N/C(=N\N=C\c2ccccn2)SC1Cc1cccc(SC(F)F)c1 (configuration not stated)
12: COc1ccc([N+](=O)[O-])cc1N(CC(=O)NCC1CCCO1)S(C)(=O)=O (configuration not stated)

assay / compound | 7 | 8 | 9 | 10 | 11 | 12
AHR act | -3 | 3 | 1 | 6 | 3 | -3
PP5 primary | -2.0 | 1.1 | 4.0 | 2.7 | 1.6 | 1.3
PP1 counter | -3 | 1 | 0 | -3 | 1 | -2
proCasp7 act | 5 | -7 | -5 | -3 | 5 | -1
CTSL1 counter | -5 | 0 | 2 | 2 | 6 | 3
TPT1 inhibitor | -3 | -1 | 0 | 0 | -5 | -3
HCV core dimer | -3 | 1 | 8 | -3 | 10 | 10
PAFAH2 inh | 4 | 6 | 9 | -5 | 12 | 2
proCasp3 act | 14 | 7 | 5 | 0 | 1 | 0

13: CC(C)N(C(=O)CN1CCN(C(=O)C2COc3ccccc3O2)CC1)C(C)C (configuration not stated)
14: CCc1nnc(NC(=O)C2CCN(c3nccc(C)n3)CC2)s1
15: Cc1ccccc1C(=O)Nc1nnc(-c2ccncc2)o1
16: Cc1ccc(C2=CC(c3ccc(N(C)C)cc3)n3nnnc3N2)cc1 (configuration not stated)
17: COc1ccc(NC(=O)COC(=O)/C=C/C(=O)OCC(=O)Nc2ccc(OC)c(Cl)c2)cc1Cl
18: Cc1nc(N2CCOCC2)nc(Oc2ccccc2)c1[N+](=O)[O-]

assay / compound | 13 | 14 | 15 | 16 | 17 | 18
AHR act | -1 | 1 | 10 | 19 | 3 | 4
PP5 primary | 1.6 | 0.5 | -1.8 | 1.8 | 0.5 | -0.6
PP1 counter | -5 | -2 | -1 | 2 | 6 | -1
proCasp7 act | -4 | 5 | 9 | -25 | -2 | 5
CTSL1 counter | . | 1 | 1 | 1 | 8 | 1
TPT1 inhibitor | . | -3 | -2 | 24 | -2 | -5
HCV core dimer | . | 5 | 3 | 18 | -5 | -2
PAFAH2 inh | 5 | -5 | 3 | 3 | -12 | 6
proCasp3 act | 3 | 1 | 0 | -21 | 4 | -2

19: CCOC(=O)C(C(=O)NCCCN1CCOCC1)C1CCCCC1 (configuration not stated)
20: c1ccc(-c2cnc(-c3cccnc3)o2)cc1
21: O=C(COC(=O)c1ccco1)NCc1cccs1
22: Clc1ccc(Nc2nc(-c3cccnc3)cs2)cc1
23: COc1ccc(C(CNC(=O)c2ccc3c(c2)OCCO3)N(C)C)cc1 (configuration not stated)
24: Cn1c(SCc2cc(=O)n3cc(Br)ccc3n2)nnc1C1COc2ccccc2O1 (configuration not stated)

assay / compound | 19 | 20 | 21 | 22 | 23 | 24
AHR act | 4 | 13 | -1 | 45 | -1 | -1
PP5 primary | 0.1 | 2.6 | 2.2 | 2.3 | 1.0 | 1.5
PP1 counter | 0 | 1 | -2 | 0 | -2 | 8
proCasp7 act | -7 | 4 | 11 | 1 | -3 | 5
CTSL1 counter | 0 | 3 | -5 | 1 | 2 | 1
TPT1 inhibitor | -2 | -1 | 1 | -5 | -2 | -1
HCV core dimer | -11 | -4 | 0 | -6 | 4 | 18
PAFAH2 inh | -10 | 10 | 34* | 2 | 3 | -1
proCasp3 act | -12 | 1 | 2 | 11 | -1 | 2

25: Cc1cccc(Oc2nc(-c3ccccc3)cc(C)c2S(C)(=O)=O)c1C
26: O=S(=O)(NCC(c1ccc2c(c1)OCO2)N1CCOCC1)c1ccc(Cl)cc1 (configuration not stated)
27: CCOc1ccccc1C(=O)Nc1ccsc1C(=O)OC
28: COc1ccc(-c2cc(=O)c3c(O)cc(O)cc3o2)cc1
29: O=S(=O)(Cc1ccccc1)NCC1CCCN(Cc2cccc3nonc23)C1 (configuration not stated)
30: Cc1ccc(NC(=O)NCc2c(C)nn(C)c2C)cc1Cl

assay / compound | 25 | 26 | 27 | 28 | 29 | 30
AHR act | 15 | 2 | 7 | 8 | 0 | 19
PP5 primary | 4.9 | -1.2 | 2.7 | -3.1 | 2.2 | -0.1
PP1 counter | 2 | 2 | 1 | 1 | 0 | -6
proCasp7 act | 11 | 15 | 8 | -8 | 4 | 5
CTSL1 counter | 4 | 3 | 0 | 7 | 0 | 2
TPT1 inhibitor | -1 | -3 | 2 | 1 | -3 | 0
HCV core dimer | 6 | 0 | 5 | 14 | -5 | -4
PAFAH2 inh | -4 | 1 | 6 | 1 | 3 | -1
proCasp3 act | -2 | 3 | -4 | 4 | -9 | 1

Retrieved one by one from the entries so far (two):
29: O=S(=O)(Cc1ccccc1)NCC1CCCN(Cc2cccc3nonc23)C1 (configuration not stated)
26: O=S(=O)(NCC(c1ccc2c(c1)OCO2)N1CCOCC1)c1ccc(Cl)cc1 (configuration not stated)

assay / compound | 29 | 26
AHR act | 0 | 2
PP5 primary | 2.2 | -1.2
PP1 counter | 0 | 2
proCasp7 act | 4 | 15
CTSL1 counter | 0 | 3
TPT1 inhibitor | -3 | -3
HCV core dimer | -5 | 0
PAFAH2 inh | 3 | 1
proCasp3 act | -9 | 3

Arranged by heavy-atom count (ascending): 11 of the compounds above.
20: c1ccc(-c2cnc(-c3cccnc3)o2)cc1
21: O=C(COC(=O)c1ccco1)NCc1cccs1
22: Clc1ccc(Nc2nc(-c3cccnc3)cs2)cc1
30: Cc1ccc(NC(=O)NCc2c(C)nn(C)c2C)cc1Cl
18: Cc1nc(N2CCOCC2)nc(Oc2ccccc2)c1[N+](=O)[O-]
19: CCOC(=O)C(C(=O)NCCCN1CCOCC1)C1CCCCC1 (configuration not stated)
16: Cc1ccc(C2=CC(c3ccc(N(C)C)cc3)n3nnnc3N2)cc1 (configuration not stated)
25: Cc1cccc(Oc2nc(-c3ccccc3)cc(C)c2S(C)(=O)=O)c1C

assay / compound | 20 | 21 | 22 | 30 | 18 | 19 | 16 | 25
AHR act | 13 | -1 | 45 | 19 | 4 | 4 | 19 | 15
PP5 primary | 2.6 | 2.2 | 2.3 | -0.1 | -0.6 | 0.1 | 1.8 | 4.9
PP1 counter | 1 | -2 | 0 | -6 | -1 | 0 | 2 | 2
proCasp7 act | 4 | 11 | 1 | 5 | 5 | -7 | -25 | 11
CTSL1 counter | 3 | -5 | 1 | 2 | 1 | 0 | 1 | 4
TPT1 inhibitor | -1 | 1 | -5 | 0 | -5 | -2 | 24 | -1
HCV core dimer | -4 | 0 | -6 | -4 | -2 | -11 | 18 | 6
PAFAH2 inh | 10 | 34* | 2 | -1 | 6 | -10 | 3 | -4
proCasp3 act | 1 | 2 | 11 | 1 | -2 | -12 | -21 | -2

26: O=S(=O)(NCC(c1ccc2c(c1)OCO2)N1CCOCC1)c1ccc(Cl)cc1 (configuration not stated)
24: Cn1c(SCc2cc(=O)n3cc(Br)ccc3n2)nnc1C1COc2ccccc2O1 (configuration not stated)
17: COc1ccc(NC(=O)COC(=O)/C=C/C(=O)OCC(=O)Nc2ccc(OC)c(Cl)c2)cc1Cl

assay / compound | 26 | 24 | 17
AHR act | 2 | -1 | 3
PP5 primary | -1.2 | 1.5 | 0.5
PP1 counter | 2 | 8 | 6
proCasp7 act | 15 | 5 | -2
CTSL1 counter | 3 | 1 | 8
TPT1 inhibitor | -3 | -1 | -2
HCV core dimer | 0 | 18 | -5
PAFAH2 inh | 1 | -1 | -12
proCasp3 act | 3 | 2 | 4
